High-throughput results as filed in PubChem BioAssay.
PDI inh: inhibitors of human protein disulfide isomerase; 350,000 tested, 0.052% active; inhibition, % at 10 µM; PDI insulin aggregation turbidity, A650, 90 min; P07237; AID 588391;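 active means mean inhibition across replicates of 30% or more, whatever share of single replicates reach that level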;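 further: absorbance from insulin aggregation driven by PDI reduction with DTT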
TRPM1 prom inh: MITF TRPM1 promoter inhibition in SK-MEL-5 cells; inhibition, % at 12.5 µM; 330,000 tested, 0.83% active; AID 488899; SK-MEL-5 TRPM1 promoter luciferase, 24 h;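 active means mean inhibition across replicates of 60% or more, whatever share of single replicates reaches that level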; further: values of inactives mirror those of a sister screen read the other way
H9c2 protect: myocardial damage modulation in H9c2 cells | H9c2 cardiomyocytes, H2O2 injury protection, ATPLite, 2 h | protection from H2O2 cell death, % at 20 µM | 360,000 tested, 0.63% active;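 active means compounds giving at least 50% protection of heart cells from peroxide-induced death in the single-dose screen, raw or plate-pattern-corrected value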;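 further: 0% = DMSO wells with peroxide and 100% = DMSO wells without peroxide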
HIF-2a inh: blocks HIF-2a reporter activity; inhibition, % at 18.8 µM; 360,000 tested, 0.72% active; 786-0 RCC cells HIF-2a reporter, luciferase luminescence, overnight;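 active means inhibition of the luminescence signal of 40% or more relative to plate controls, in a single-dose primary screen at 18.75 µM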
NR2E3 ag-1: activates human photoreceptor nuclear receptor NR2E3. inhibition of corepressor binding, % at 4.78 µM. AID 2300. Q9Y5X4. 320,000 tested, 0.12% active. GST-NR2E3/biotin-RetCOR TR-FRET, 1536-well;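 active means percent inhibition above the cutoff of mean plus 3 SD of all tested compounds, set per screening campaign, cut at about 20% in these data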;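 further: 0% = DMSO wells and 100% = biotin wells as full block of FRET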
Target sequence (Q9Y5X4 whole entry, looked up): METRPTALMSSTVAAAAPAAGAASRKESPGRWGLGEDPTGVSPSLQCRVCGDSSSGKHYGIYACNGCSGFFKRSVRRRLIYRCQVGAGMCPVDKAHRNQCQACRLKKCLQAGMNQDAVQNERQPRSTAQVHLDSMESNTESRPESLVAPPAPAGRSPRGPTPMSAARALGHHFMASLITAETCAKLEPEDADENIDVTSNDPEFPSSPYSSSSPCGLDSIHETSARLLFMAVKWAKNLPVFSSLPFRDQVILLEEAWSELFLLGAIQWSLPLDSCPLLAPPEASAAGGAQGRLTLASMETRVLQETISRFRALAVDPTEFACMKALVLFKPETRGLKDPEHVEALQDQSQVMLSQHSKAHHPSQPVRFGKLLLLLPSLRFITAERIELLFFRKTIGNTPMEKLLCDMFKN
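System: GST-tagged NR2E3 plus biotinylated RetCOR corepressor; Amount: 1.35 nM GST-tagged NR2E3 final; Dosing: single nominal compound dose of 4.8 µM; Schedule: 5 h incubation at 4 °C; Technique: TR-FRET with europium anti-GST and streptavidin-D2, 340 nm excitation; Controls: biotin wells as high control, 0.6% DMSO wells as low control.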
Peg3 promoter: Peg3 promoter activity inhibition; HeLa PEG-Prom luciferase reporter, luminescence, overnight; inhibition, % at 20 µM; 360,000 tested, 1.7% active;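 active means inhibition of at least 50% at 20 µM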
NR2E3 ag-2: activates human NR2E3 receptor. CHO-S Gal4-NCOR/VP16-NR2E3 two-hybrid, luciferase. inhibition of corepressor binding, % at 3.98 µM. 360,000 tested, 0.35% active. AID 602229;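 active means inhibition above the mean of all tested compounds plus 3 SD, cut at about 70% in these data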;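 further: 0% = DMSO with NR2E3 transfected cells and 100% = cells lacking NR2E3 construct; higher means lower luciferase signal from less NR2E3 corepressor binding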
CaV13 ICDI inh: Disruptors of the CACNA1D IQ motif to Ca2+-dependent inactivation inhibitor domain association, primary screening, Förster resonance energy transfer in intact living …. HEK cells, CFP/YFP FRET ICDI-IQ, plate reader, 10 min; percent FRET-ratio fall versus neutral wells. inhibition, % at 12.3 µM. 340,000 tested, 0.098% active. AID 743397;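 active means mean replicate inhibition of at least 30% and at least 1% of replicates passing that level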;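 further: 0% = median of the neutral control wells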
HTR2A ag: activates the mouse 5-HT2A serotonin receptor; P35363; CHO-K1 mHTR2A beta-arrestin complementation, luminescence; percent of 30 µM serotonin response; activation, % at 7.6 µM; 360,000 tested, 0.66% active;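 active means activation above a run cutoff, the mean activation of all tested compounds plus 3 SD, cut at about 14% in these data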;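 further: 0% = plate median of compound wells and 100% = 30 µM serotonin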
Target sequence (P35363 whole entry, looked up): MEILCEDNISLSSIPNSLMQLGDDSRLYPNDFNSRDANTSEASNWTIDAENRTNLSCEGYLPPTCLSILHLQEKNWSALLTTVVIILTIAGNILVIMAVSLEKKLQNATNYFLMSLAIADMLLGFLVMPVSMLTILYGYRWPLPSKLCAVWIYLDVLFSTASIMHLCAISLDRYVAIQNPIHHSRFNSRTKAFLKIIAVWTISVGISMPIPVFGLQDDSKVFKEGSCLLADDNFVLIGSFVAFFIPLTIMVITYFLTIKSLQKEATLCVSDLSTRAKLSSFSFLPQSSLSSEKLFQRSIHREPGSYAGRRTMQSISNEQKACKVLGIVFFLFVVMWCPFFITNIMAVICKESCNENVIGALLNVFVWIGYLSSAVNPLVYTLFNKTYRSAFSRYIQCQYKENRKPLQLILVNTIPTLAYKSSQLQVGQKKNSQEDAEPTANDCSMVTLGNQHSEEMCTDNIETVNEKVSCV
hiPSC survival: increases survival of single human iPS cells | AID 602274 | survival enhancement, % at 20 µM | hiPSC single-cell survival, ATPlite luminescence; 100% = ROCK inhibitor wells, 0% = DMSO | 360,000 tested, 0.044% active; in the data active means survival enhancement above about 18%;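 further: cells exposed to compounds for 16 hours before the ATP read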
Shn3 3UTR inh: inhibitors of Schnurri-3 3'UTR reporter in osteoblasts; Clone20 osteoblast Shn3 3'UTR firefly luciferase, 24 h; inhibition, % at 12.5 µM; 360,000 tested, 0.52% active;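 active means mean inhibition of at least 75% with every replicate also reaching 75%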;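 further: 0% = median of neutral control wells and 100% = pilot-screen positive control compound; some compounds past the cut are filed as inactive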
* marks the source's active call; other numbers are inactive results; nt = no result given. An excerpt; count on the stated rates, not on these rows.

SMILES	PDI inh	TRPM1 prom inh	H9c2 protect	HIF-2a inh	NR2E3 ag-1	Peg3 promoter	NR2E3 ag-2	CaV13 ICDI inh	HTR2A ag	hiPSC survival	Shn3 3UTR inh
O=[N+]([O-])O[C@H]1CO[C@H]2[C@@H]1OC[C@H]2O[N+](=O)[O-]	0.3	0.5	15.3	2.3	4.6	-7.7	-20.3	-4.3	1.6	2.6	20.7
Nc1c(C(=O)NCc2ccco2)c2nc3ccccc3nc2n1Cc1ccc(F)cc1	1.2	2.1	9.9	22.4	6.4	8.8	-5.1	3.1	1.9	-0.1	-2.3
NNC(N)=O	0.1	-5.4	4.0	-0.8	-0.5	-1.7	26.2	-4.7	2.7	-1.3	-5.8
COc1ccc(-n2nnnc2C(c2cccc(OC)c2OC)N2CCC(n3c(=O)[nH]c4ccccc43)CC2)cc1 (stereo not drawn)	nt	nt	39.5	9.6	nt	55.3*	18.2	-2.6	4.3	2.2	17.7
Clc1ccccc1N1CCN(Cc2ccc3c(c2)OCO3)CC1	0.0	2.8	5.4	4.2	nt	7.0	3.4	-5.1	3.4	-0.5	-7.5
COc1cc(N2C(=O)CC(=O)NC2=O)cc(OC)c1OC	3.6	-4.4	-1.1	4.5	-0.3	8.2	-30.2	-6.6	2.2	-0.6	-29.0
CC12CCC(=O)C=C1CC(N1CC1)C1C2CCC2(C)C(O)CCC12 (stereo not drawn)	0.8	5.4	4.3	11.6	nt	3.6	-21.0	-7.8	-6.1	1.7	16.6
CC1CCN2c3nc4ccccn4c(=O)c3CC3(C(=O)N(C)C(=O)N(C)C3=O)C2C1 (stereo not drawn)	-3.3	-2.2	-3.6	6.4	-2.1	18.7	10.4	-5.3	0.0	2.2	-1.4
Cc1cccnc1-n1c(-c2ccco2)nc2ccccc2c1=O	7.3	10.1	10.8	-2.4	5.5	7.2	-5.9	-5.4	-0.5	2.0	-26.9
CCOc1cc2c(cc1OCC)-n1cccc1C(c1ccccc1O)NC2 (stereo not drawn)	-2.4	-6.7	-6.8	18.4	0.8	23.1	-8.9	-21.0	-0.3	-0.4	18.8
Cc1ccc(-c2ccc(=O)n(CCC(=O)N3CCC4(CC3)OCCO4)n2)cc1	-14.2	-8.2	11.5	-73.9	6.2	-62.8	-16.3	-7.2	-1.2	-0.7	1.4
COC(=O)C1=CO[C@H](C)[C@H]2CN3CC[C@@]4(C(=O)Nc5ccccc54)[C@@H]3C[C@H]12	nt	0.7	-2.7	4.7	-2.3	6.2	15.2	nt	-1.2	-0.9	4.4
ClCC(Br)CBr (stereo not drawn)	nt	-2.0	-0.5	3.5	1.5	-8.1	-17.6	nt	2.0	-0.8	13.7
CCOC(=O)C1=C(N)OC2=C(C(=O)CCC2)C12C(=O)N(C)c1ccccc12 (stereo not drawn)	-9.7	7.5	5.3	12.7	0.2	10.8	-13.2	-3.5	-1.2	-0.1	3.2
OCC12COC3c4ccccc4C(OC1)N32 (stereo not drawn)	-4.9	13.0	0.4	2.9	-4.3	4.9	-1.9	-5.6	2.3	-1.9	-22.7
O=C(Nc1ccncc1)c1cccn(Cc2ccccc2)c1=O	-4.2	19.9	-20.2	5.1	-0.8	-3.4	4.0	3.4	0.8	0.5	24.4
CC(c1ccccc1)n1cncc1C(=O)O (stereo not drawn)	-4.3	0.9	10.1	10.2	0.7	10.5	-8.9	nt	2.0	-0.4	-14.2
CCN(C(=O)COC(=O)c1cn(C)c2ccccc12)c1ccc(F)cc1	12.3	3.6	27.7	-0.1	0.5	48.9	-20.2	-5.4	-4.4	-0.4	-7.5
CCc1ccc(NC(=O)CN2CC(c3ccccc3)CC2=O)cc1 (stereo not drawn)	2.6	-10.6	7.5	7.2	-0.6	9.7	-22.8	-5.0	-5.1	0.6	nt
CC(CCc1ccccc1)NC(C)C(O)c1ccc(O)cc1 (stereo not drawn)	-5.0	-5.9	16.4	-7.8	3.5	-17.2	-8.1	-5.0	3.1	-1.1	-2.9
CC1=C2CCC3C(CCC4=CC(=O)CCC43C)C2CC1 (stereo not drawn)	3.1	10.7	-0.6	-6.9	nt	11.2	1.6	-13.5	1.6	2.8	0.3
CC1(C)C(C(=O)N2CCN(C(=O)c3ccccc3)CC2)C1(C)C	1.6	5.3	9.2	9.8	2.5	8.0	-26.4	-2.8	-1.9	-0.1	-18.9
CCN(CC)CCCN=Cc1c(O)n(CCc2ccc(OC)c(OC)c2)c(=O)[nH]c1=O	3.2	4.1	-0.9	-6.4	-0.6	-5.4	4.9	-5.5	3.3	-1.1	12.2
NC(=O)CSP(=O)(c1ccccc1)c1ccccc1	0.3	5.2	1.1	2.9	-3.4	6.1	0.9	-7.9	-4.9	0.1	-7.4
C=Cn1ccnc1P(=S)(c1c(C)nn(-c2ccccc2)c1C)c1nccn1C=C	-2.5	8.2	-3.5	13.6	-3.0	-13.2	7.3	-8.4	4.0	-0.7	-17.7

Reprinted from the part before: 2 entries, followed by the next part.
SMILES	PDI inh	TRPM1 prom inh	H9c2 protect	HIF-2a inh	NR2E3 ag-1	Peg3 promoter	NR2E3 ag-2	CaV13 ICDI inh	HTR2A ag	hiPSC survival	Shn3 3UTR inh
NC(=O)CSP(=O)(c1ccccc1)c1ccccc1	0.3	5.2	1.1	2.9	-3.4	6.1	0.9	-7.9	-4.9	0.1	-7.4
C=Cn1ccnc1P(=S)(c1c(C)nn(-c2ccccc2)c1C)c1nccn1C=C	-2.5	8.2	-3.5	13.6	-3.0	-13.2	7.3	-8.4	4.0	-0.7	-17.7
C=CCNC(=S)Nc1ccc(OC(=O)Nc2ccc(Cl)c(Cl)c2)cc1	5.2	-3.8	-12.2	-19.1	nt	11.0	-8.9	-2.7	-1.4	-0.8	5.7
CCN(CC)C1=NC(=[N+](CC)CC)c2ccccc21	-0.3	52.1	-12.0	-2.3	4.9	28.0	-2.8	-3.4	-1.4	-3.8	69.5
O=C(O)C1C2c3ccccc3C(O)C1(C(=O)O)c1ccccc12 (stereo not drawn)	1.7	-17.6	1.5	12.7	nt	5.8	-6.3	-15.9	-0.2	1.0	4.7
O=C(O)c1ccc(/C=C/c2nc3ccccc3c(=O)n2-c2ccc(Br)cc2)cc1	-2.9	11.2	6.5	16.4	3.1	14.6	-31.4	-2.8	-8.1	0.2	14.3
CC(C)(C)n1nnnc1C(c1ccccc1)N1CCC2(CC1)C(=O)NCN2c1ccccc1 (stereo not drawn)	nt	nt	3.9	18.0	nt	19.9	-14.6	-8.4	2.3	-1.2	-14.6
Cc1onc(-c2c(Cl)cccc2Cl)c1/C(N)=N/OC(=O)N(C)C	-1.6	-4.9	-1.9	26.1	-2.9	-1.0	7.9	-4.5	1.7	-0.5	-18.4
O=C1NC(=O)N(Cc2ccco2)C(=O)/C1=C\c1ccc(-c2ccc(F)cc2)o1	-2.9	nt	-0.3	10.4	-1.7	7.1	-71.1	-15.2	-2.9	-0.4	11.4
CCOC(=O)C1(c2ccccc2)Oc2ccccc2C(c2ccc(OC)cc2)=C1C(=O)OC (stereo not drawn)	16.0	-12.1	7.8	2.2	nt	19.0	-21.9	-5.6	-1.6	-1.2	15.5
CCOP(=O)(OCC)C(NC(=O)c1cccc2ccccc12)C(Cl)(Cl)Cl (stereo not drawn)	-1.3	1.6	-1.7	6.6	-0.1	7.1	7.5	-4.7	1.1	2.2	4.8
CN1CCN(CCOC2c3ccccc3CSc3ccc(Cl)cc32)CC1 (stereo not drawn)	31.9*	10.3	3.0	-4.0	-3.6	24.6	1.7	-2.3	-8.1	-3.1	-4.3
COc1cc(O)cc2c1cc([N+](=O)[O-])c1c(C(=O)O)cc3c(c12)OCO3	nt	8.6	1.1	16.9	nt	4.7	-6.3	nt	-4.5	-1.0	10.3
COC(=O)C1=C(c2cccc(OC)c2OC)C[C@@H]2CC[C@H]1N2C(=O)NCC1CC1	-5.5	-2.1	-0.2	-26.7	-0.9	-18.0	-16.8	-9.2	-6.0	2.9	-4.7
COC(=O)C1=C(c2ccc(F)cc2OCc2ccccc2)C[C@@H]2CC[C@H]1N2C(=O)NCC1CC1	5.0	2.0	-1.1	4.0	-0.9	5.7	0.3	-4.7	-3.2	0.7	5.8
CCc1ccc(NC(=O)C(C)OC(=O)c2c(C)nn(Cc3ccccc3)c2Cl)cc1 (stereo not drawn)	-10.8	8.5	-4.1	21.2	1.0	29.3	-6.9	-5.4	1.9	4.8	14.3
CC12CCC(=O)C=C1CCC1C2CCC2(C)C(O)CCC12 (stereo not drawn)	nt	13.6	3.2	10.8	0.0	26.9	13.8	nt	0.5	0.7	6.3
COc1ccccc1N1CCN(Cc2c(F)cccc2F)CC1	-1.0	9.1	1.9	5.8	0.1	3.4	8.2	-4.3	-3.7	0.0	16.4
O=C(c1cccnc1)C1CCCN(Cc2nc(-c3cnccn3)no2)C1 (stereo not drawn)	5.3	-3.3	2.8	16.4	6.7	19.6	-16.0	-4.2	-2.4	-0.5	nt
O=C(c1cc2cc(Cl)ccc2[nH]1)N1CCC2(CC1)OCCO2	-0.9	-19.0	-3.4	-118.9	-5.3	-209.8	7.0	-5.6	9.3	-0.1	-14.0
CCCOC(=O)COc1cc(C)cc2oc(=O)c3c(c12)CCC3	1.2	1.9	-3.1	-0.6	1.3	-9.6	-4.5	nt	5.1	0.2	-3.4
COC(=O)C1=C(c2ccc(S(C)(=O)=O)cc2)C[C@@H]2CC[C@H]1N2C(=O)NC1CCCCC1	-4.7	-0.1	-3.3	18.8	3.6	-1.6	1.7	-10.6	6.7	-2.2	-7.6
Oc1ccc2c3c1O[C@H]1c4oc5ccccc5c4C[C@@]4(O)[C@@H](C2)N(CC2CC2)CC[C@]314	17.0	10.8	12.2	12.5	-2.6	-21.3	19.6	-4.5	-6.6	4.3	-15.2
CCOC(=O)C1=C(N)OC2=C(C(=O)CCC2)C12C(=O)Nc1ccccc12 (stereo not drawn)	12.9	17.6	1.8	-9.6	5.7	11.7	4.0	-4.6	6.7	-0.5	6.0
Cc1ccc(-n2c(C)nc3cc(Cl)ccc3c2=O)nc1	20.5	-19.4	1.5	-84.9	3.8	-81.2	-17.9	-4.3	2.1	0.2	-9.1
Cc1cccc(N/N=C/c2c(O)[nH]c(=S)[nH]c2=O)c1	7.2	-19.2	-1.1	3.9	1.7	-4.3	-5.5	-11.5	-3.4	8.2	-12.2
CC=C(C)C1(CCC)C(=O)NC(=S)NC1=O	-0.7	-1.7	1.1	2.9	nt	-5.4	0.4	-5.7	6.2	0.8	-11.8

Quoted at random: 2 compounds from above, in no set order.
SMILES	PDI inh	TRPM1 prom inh	H9c2 protect	HIF-2a inh	NR2E3 ag-1	Peg3 promoter	NR2E3 ag-2	CaV13 ICDI inh	HTR2A ag	hiPSC survival	Shn3 3UTR inh
CC12CCC(=O)C=C1CCC1C2CCC2(C)C(O)CCC12 (stereo not drawn)	nt	13.6	3.2	10.8	0.0	26.9	13.8	nt	0.5	0.7	6.3
COC(=O)C1=C(c2ccc(F)cc2OCc2ccccc2)C[C@@H]2CC[C@H]1N2C(=O)NCC1CC1	5.0	2.0	-1.1	4.0	-0.9	5.7	0.3	-4.7	-3.2	0.7	5.8
